Compound activity as filed in PubChem BioAssay.
WRN inhibitor: blocks human WRN helicase; WRN helicase unwinding, fluorescent forked duplex, kinetic; Potency, µM (highest dose often 114 µM), for the others: at the top dose activity change, negative = inhibition, hits mostly inhibitors; 360,000 compounds, 0.46% hits; AID 651768; also: potency is read from the fitted curve at half-maximal effect; % is scaled to controls: 0 for no effect and ±100 for the full control effect; nearly all actives have a fitted effect of over 55% in size
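Kinetic fluorescence helicase assay: unwinding of a quenched forked DNA duplex (100 nM final) with 2 mM ATP final raises red fluorescence (525/598 nm). Compounds sat 15 min at room temperature with 20 nM WRN beforehand.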
D3 ag: agonists of human D3 dopamine receptor; AID 652048; D3R DiscoveRx beta-arrestin cells, luminescence, 90 min; P35462; 410,000 compounds, 0.58% hits; max activation, %; in the data active = max activation above about 30%; also: 0% is about no effect; mostly tested at two doses, the higher about 12 µM
Target sequence (P35462 whole entry, looked up): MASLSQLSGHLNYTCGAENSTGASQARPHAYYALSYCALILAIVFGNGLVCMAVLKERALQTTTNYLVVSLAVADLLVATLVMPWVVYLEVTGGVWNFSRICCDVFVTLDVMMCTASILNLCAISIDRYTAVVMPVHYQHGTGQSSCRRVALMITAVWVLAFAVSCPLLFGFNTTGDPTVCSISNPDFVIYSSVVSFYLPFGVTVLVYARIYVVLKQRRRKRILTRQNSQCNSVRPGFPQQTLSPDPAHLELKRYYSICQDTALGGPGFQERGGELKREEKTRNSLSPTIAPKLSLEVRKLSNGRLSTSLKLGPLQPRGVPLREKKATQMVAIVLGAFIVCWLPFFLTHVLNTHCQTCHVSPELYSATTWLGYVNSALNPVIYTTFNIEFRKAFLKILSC
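Cells at 1500/well, incubated overnight, then treated with pinned compounds (dopamine as control) for 90 min at 37 degrees C. DiscoveRx reagent added for 30 - 60 minutes at room temperature; luminescence read.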
HEK293 tox: cytotoxicity in counter-screen for GLP-1R inverse agonists. HEK293 cAMP-luciferase reporter cells, luminescence, 24 h. Potency, µM (series often up to 38.3 µM), inactives show top-dose activity change, negative = inhibition, usual class: inhibitors. 410,000 compounds, 0.13% hits. AID 624418;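 also: loss of luciferase light is scored as toxicity; potency is read from the fitted curve at half-maximal effect; % is scaled to controls: 0 for no effect and ±100 for the full control effect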
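MLSMR compounds, 24 hr on cells at 37 deg C/5% CO2; luminescence after luciferase reagent (12 min RT). Inhibition counted as the undesired cytotoxic outcome.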
PLK1 PBD inh: inhibitors of human PLK1 polo-box domain binding; P53350; Plk1 PBD binding of FITC phosphopeptide, fluorescence polarization; Potency, µM, without a hit: max response, negative = inhibition, usual class: inhibitors; 360,000 compounds, 2.8% hits; AID 720504; also: potency is read from the fitted curve at half-maximal effect; series mostly up to about 57 µM; % is scaled to controls: 0 for no effect and ±100 for the full control effect; nearly all actives have a fitted effect of over 65% in size
DRD3 antagonist: blocks the human D3 dopamine receptor. D3R cells, DiscoveRx beta-arrestin luminescence, antagonist mode; active compounds read low. max response, negative = inhibition, %. 360,000 compounds, 2.5% hits. P35462; in the data active = max response below about -50%; inconclusive = no clear call, values can overlap the other calls; also: % is scaled to controls: 0 for no effect and ±100 for the full control effect; mostly tested at two doses, the higher about 12 µM
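Cells plated overnight at 1500 cells/well, then exposed to library compounds with dopamine controls for 90 minutes at 37 degrees C. DiscoveRx reagent added for 30–60 minutes at room temperature; luminescence read, quantitative HTS format.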
IL2 activator: IL-2 activation | 360,000 compounds, 0.065% hits | IL-2 activation reporter assay, cell-based qHTS; stimulated with anti-CD3/CD4/CD28 beads; in transgenic mouse T cells | activation, % (series mostly up to about 46 µM); in the data active = activation above about 50%; inconclusive = mostly about 30% to 49%; also: 0% is about no effect
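Readout is EGFP and DsRed signal by fluorescent plate cytometry after 18 h at 37 degrees C. Transgenic mouse T cells (750/well) received compound for 60 min before bead stimulation (anti-CD3, anti-CD4, anti-CD28); memory T cells served as non-tolerant control.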
PI5P4K alpha inh: PI5P4K alpha (human) kinase inhibition; P48426; PI5P4Kalpha enzyme, ADP-Glo luminescence, 60 min; active compounds read low; max response, %; 330,000 compounds, 1.2% hits; active = max response of -50% or lower; inconclusive = between -30% and -50%; inactive = -30% or higher; also: value at the top dose of about 77 µM; % is scaled to controls: 0 for no effect and ±100 for the full control effect
Target sequence (P48426 whole entry, looked up): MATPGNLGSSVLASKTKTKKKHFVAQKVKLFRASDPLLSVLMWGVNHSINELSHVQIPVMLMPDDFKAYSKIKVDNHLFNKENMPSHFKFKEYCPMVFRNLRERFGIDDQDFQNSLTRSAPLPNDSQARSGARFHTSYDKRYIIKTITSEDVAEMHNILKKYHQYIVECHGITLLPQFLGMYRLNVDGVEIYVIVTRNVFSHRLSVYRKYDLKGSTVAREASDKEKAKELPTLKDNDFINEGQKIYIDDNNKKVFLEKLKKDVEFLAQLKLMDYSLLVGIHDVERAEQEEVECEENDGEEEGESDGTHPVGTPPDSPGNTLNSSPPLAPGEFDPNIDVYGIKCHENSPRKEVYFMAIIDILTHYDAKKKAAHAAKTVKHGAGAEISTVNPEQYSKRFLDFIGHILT
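ADP-Glo luminescence end-point read after a 60 min room-temperature kinase reaction of PI5P4Kalpha plus substrate, initiated with ATP at 5 microM final. Buffer: 0.038 M HEPES pH 7.4, EGTA, 0.1% CHAPS, 5% DMSO.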
GLP-1R agonist: activates the human GLP-1 receptor | P43220 | HEK293 GLP-1R CRE-luciferase, luminescence, 4-6 h; cells express a hypersensitive GLP-1R form | Potency, µM (highest dose often 45.6 µM), inactives show at the highest dose activation, most hits filed as activators | 380,000 compounds, 0.007% hits; also: potency is read from the fitted curve at half-maximal effect; % of control where 0% means no effect
GLP1R inv ag: acts as inverse agonist at human GLP-1 receptor; P43220; HEK293 GLP-1R CRE-luciferase, luminescence, 24 h; GLP-1R form is constitutively active; Potency, µM (highest dose often 38.3 µM), inactives show top-dose activity change, negative = inhibition, most hits filed as inhibitors; 410,000 compounds, 1.6% hits; AID 624417; also: potency is read from the fitted curve at half-maximal effect; % is scaled to controls: 0 for no effect and ±100 for the full control effect; nearly all actives have a fitted effect of over 55% in size
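Using stably transfected HEK293 (constitutively active GLP-1R, cAMP-luciferase reporter), compounds were incubated 24 hr and luciferase measured by luminescence.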
* = called active by the depositor; u = inconclusive; x = no result given; [ ] = remark or other dose. Unless noted, calls follow the shape of the dose curve; as a rule, active = well fitted curve in the direction sought with a large enough effect; inconclusive = small, poorly fitted or top-dose-only effect, or another doubt; inactive = no such curve, though single readings can be large; an effect the other way counts as inactive or inconclusive.

SMILES | WRN inhibitor | D3 ag | HEK293 tox | PLK1 PBD inh | DRD3 antagonist | IL2 activator | PI5P4K alpha inh | GLP-1R agonist | GLP1R inv ag
Cc1ccc(S(=O)(=O)N2CCOCC2)cc1NC(=O)CSc1ccccn1 | -1%[57.1 µM] | 14 | 4% | 30µM* | 21 | -2.4 | -5 | 3% | 1%
Cc1ccsc1CNn1cnnc1SCc1ccc(Cl)cc1 | -13% | -4 | -10% | -6% | -16 | -1.8 | 4 | 12% | 0%
Cc1cc(C(C)(C)C)ccc1OCCN1CCCC1 | 6%[57.1 µM] | 0 | -9% | -2% | -64* | 1.0 | 8 | -4% | u
Cc1cc(=O)oc(C)c1C(=O)NCC1CCCO1 (stereo not given) | 1% | -7 | 31% | -6% | 12 | -2.8 | x | -1% | 1%
O=C(CSc1nnc(-c2ccc(C(F)(F)F)cn2)s1)c1ccc(Cl)cc1 | 1% | 0 | -1% | -15% | u | 0.6 | 3 | 4% | 4%
CC(=O)Cn1nnc2sc3c(c2c1=O)CCC(C(C)(C)C)C3 (stereo not given) | 2% | 4 | -2% | -13% | -11 | -0.3 | -10 | 20% | u
COc1ccc(NC(=O)C(Cl)=C(Cl)Cl)cn1 | 4% | 7 | -12% | 1% | 6 | 1.3 | 0 | 13% | 44%[activator]
CCCC(=O)NC(c1ccccc1Cl)c1ccc2cccnc2c1O (stereo not given) | -3%[57.1 µM] | 13 | u | -13% | -18 | -2.4 | -2 | 6% | u
CCC(C)NC(=O)[C@H]1N2C(=O)c3c(ccc(OC)c3OC)C2SC1(C)C (stereo not given in full) | -2% | -13 | 6% | -1% | 0 | 0.0 | -2 | 9% | -25%
Cc1ccc2c(c1)N(CC(=O)NC1CCCCCC1)C(=O)c1cccnc1O2 | 11% | -8 | -9% | -4% | -15 | -0.6 | -3 | 2% | -20%

The list goes on; it opens with the 2 that closed the last part.
SMILES | WRN inhibitor | D3 ag | HEK293 tox | PLK1 PBD inh | DRD3 antagonist | IL2 activator | PI5P4K alpha inh | GLP-1R agonist | GLP1R inv ag
CCC(C)NC(=O)[C@H]1N2C(=O)c3c(ccc(OC)c3OC)C2SC1(C)C (stereo not given in full) | -2% | -13 | 6% | -1% | 0 | 0.0 | -2 | 9% | -25%
Cc1ccc2c(c1)N(CC(=O)NC1CCCCCC1)C(=O)c1cccnc1O2 | 11% | -8 | -9% | -4% | -15 | -0.6 | -3 | 2% | -20%
COC(=O)c1cn(C(=O)c2cccs2)c2ccccc12 | -12% | 2 | -13% | -6% | 14 | -1.9 | 20 | 5% | 22%
O=C(CSc1nc(N2CCOCC2)nc(N2CCOCC2)n1)Nc1cccc(C(F)(F)F)c1 | -22% | 0 | 2% | -5% | 0 | -0.6 | 2 | 6% | 42%[activator]
COCCn1c(SCC(=O)Nc2cc(C)on2)nnc1C(C)C | 10% | -9 | 8% | -1% | -11 | -0.1 | 12 | 0% | 1%
CCS(=O)(=O)N1CCCC(C(=O)NCc2cccnc2)C1 (stereo not given) | -1% | 4 | -8% | 3% | 6 | 0.7 | -3 | -2% | 3%
COCCNC(=O)C(c1ccc(C)o1)N(C(=O)c1snc(C(N)=O)c1N)c1ccc(C)c(C)c1 (stereo not given) | 2% | -2 | -13% | -7% | -16 | -2.3 | x | 0% | 5%
CCOc1cc(C(=O)OC(C)C(=O)Nc2ccc(NC(C)=O)cc2)ccc1OCC(=O)N1CCCCC1 (stereo not given) | 9% | 2 | 2% | 0% | 8 | -1.0 | -3 | 22% | 11%
COc1ccccc1CCc1nnc(CCC(=O)NC(C)Cc2ccsc2)o1 (stereo not given) | 4% | -5 | -1% | -2% | -1 | 1.8 | 5 | -1% | -22%
O=C(Nc1ccccc1C(=O)Nc1ccc(F)cc1)c1ccco1 | 9% | -8 | -5% | 1% | -22 | -1.4 | -8 | 12% | 18%
CC1CCCCN1S(=O)(=O)c1ccc(N(C(=O)c2cnccn2)C(C(=O)NC2CCCCC2)c2cccs2)cc1 (stereo not given) | -30%[57.1 µM] | 1 | -15% | -7% | -10 | -0.6 | 4 | 12% | -13%
O=C(COc1ccc(Br)cc1)OCCN1CCCCC1 | -22% | -3 | -2% | -10% | 3 | 0.1 | -5 | -2% | 9%
CSc1ccccc1NC(=O)c1ccc(N2CC3CC(C2)c2cccc(=O)n2C3)c(NC(=O)c2ccncc2)c1 (stereo not given) | -2%[57.1 µM] | 25 | -13% | -6% | 3 | -3.6 | -1 | 10% | 32%[activator]
COc1cccc(CNC(=O)C2=C(C)C(=O)OC23CCC(C)CC3)c1 (stereo not given) | -3% | -5 | 10% | -11% | 0 | -4.5 | 4 | 1% | -21%
COc1ccccc1C(=O)Nc1nnc(-c2ccc(F)cc2)s1 | 15% | -2 | -6% | -11% | 3 | -3.1 | 0 | -2% | 29%
COc1cccc(CC(=O)N2CCC(n3nccc3NC(=O)C3CC3)CC2)c1 | 5% | 2 | 7% | 0% | 8 | -0.6 | 2 | 0% | 2%
O=[N+]([O-])c1cccc(-c2cc3cccc[n+]3cc2-c2cccc([N+](=O)[O-])c2)c1 | 1% | 5 | 13% | 2% | 7 | 3.9 | -6 | -4% | 4%
O=C(c1cc(-c2cccs2)on1)N1CCOCC1 | 1% | 1 | -22% | -5% | -12 | 2.5 | x | -6% | 0%
Cc1ccc(-c2cc(C(=O)Nc3c(C)n(C)n(-c4ccccc4)c3=O)no2)cc1 | -7% | -10 | -18% | -2% | 8 | -2.7 | 3 | 3% | -14%
CCC(=O)c1ccc(OCC(O)CN2CCN(c3ccc(F)cc3)CC2)cc1 (stereo not given) | 3% | 17 | 4% | -1% | -20 | -2.0 | 1 | -11% | -7%
Cc1ccc(C(=O)CC2(O)C(=O)N(C)c3ccc(Br)cc32)c(C)c1 (stereo not given) | -3% | 11 | -2% | -2% | -10 | 0.0 | -2 | -5% | u
COc1ccc(CSc2nnc(N)s2)cc1F | -2% | -10 | -3% | -22% | 6 | -0.1 | 3 | u | 18%
Cc1ccc(OC(=S)Nc2ccc(F)cc2)cc1 | -4% | 13 | 10% | u | u | 0.2 | -2 | 4% | 8%
Cc1nnc(SCC(=O)N/N=C/c2ccc(-c3ccc(C)c(Cl)c3)o2)s1 | -14% | 0 | -15% | -8% | 11 | 1.6 | -22 | 20% | u
O=c1c(Cl)c(O)c2cccc3c4ccccc4n1c23 | -30% | -3 | -13% | -27% | 0 | 0.8 | -57* | -3% | -22%
O=C(O)CC1(CC(=O)Nc2cccc(C(F)(F)F)c2)CCCC1 | -2% | 0 | 5% | -3% | 7 | -1.4 | 4 | 2% | 27%
COc1ccc(CNC(=O)c2cccc3c(-c4ccc(F)c(F)c4)coc23)cc1OC | 1% | 16 | -3% | -11% | 24 | -0.7 | -3 | -6% | -42%
COc1cccc(CNc2cnc3ccccc3c2)c1O | -5%[57.1 µM] | 13 | -5% | 1% | 23 | -1.8 | x | 0% | u
CCc1c(C2(O)CCCCC2)[nH]c2c(C(=O)OC)cc(Cl)cc12 | -5% | -22 | -8% | -4% | 0 | -1.0 | 38 | -3% | u
CN(C)c1ccc(/C(=N\O)C(F)(F)F)cc1 | -4% | 5 | -20% | -7% | 15 | 0.3 | x | 1% | -28%
CCOC(=O)c1sc(NC(=O)c2ccc(Cl)s2)cc1C | 6% | -16 | -7% | -9% | -10 | -2.1 | -8 | 0% | 2%
CCOc1ccccc1CN1CCNC(=O)C1CC(=O)NCCC1=CCCCC1 (stereo not given) | 0% | -1 | 3% | -9% | -2 | -1.5 | -2 | 6% | u
COc1ccc(CNC(=O)CSc2nnc(Cn3nnc4ccccc43)n2C)cc1 | -13% | -2 | 4% | -4% | -9 | -1.4 | x | 3% | 12%
Cc1nccn1Cc1ccccc1 | 6% | 4 | 0% | -6% | 22 | 0.1 | 1 | 6% | 11%
COc1cc(OC)cc(C(=O)Nc2cccc(-c3ccc(N4CCOCC4)nn3)c2)c1 | -25% | 3 | 0% | 8% | 9 | 1.4 | 4 | -1% | 1%
Cc1ccc(NS(=O)(=O)c2ccc(C)c(C(=O)Nc3ccc(S(=O)(=O)Nc4onc(C)c4C)cc3)c2)cc1 | -3% | -2 | 0% | -8% | 3 | -0.6 | -3 | -3% | 11%
CC[C@]1(C(=O)OC)[C@H]2C(=O)N(C)C(=O)[C@H]2[C@H]2CN(C)C(=NCc3ccccc3)N21 | 0% | 20 | 1% | -13% | 0 | 0.1 | 3 | -4% | 12%
c1ccc(-c2noc(CSc3nnnn3-c3ccccc3)n2)cc1 | -12% | 4 | -6% | -2% | 27 | -1.5 | -2 | 2% | u
Cc1occc1C(=O)N1CCCC(Nc2ccc(C(C)C)cc2)C1 (stereo not given) | -21% | -2 | 11% | 2% | 8 | -1.3 | 8 | -4% | u

Of the compounds above, 8 contain a Cl atom:
SMILES | WRN inhibitor | D3 ag | HEK293 tox | PLK1 PBD inh | DRD3 antagonist | IL2 activator | PI5P4K alpha inh | GLP-1R agonist | GLP1R inv ag
Cc1ccsc1CNn1cnnc1SCc1ccc(Cl)cc1 | -13% | -4 | -10% | -6% | -16 | -1.8 | 4 | 12% | 0%
O=C(CSc1nnc(-c2ccc(C(F)(F)F)cn2)s1)c1ccc(Cl)cc1 | 1% | 0 | -1% | -15% | u | 0.6 | 3 | 4% | 4%
COc1ccc(NC(=O)C(Cl)=C(Cl)Cl)cn1 | 4% | 7 | -12% | 1% | 6 | 1.3 | 0 | 13% | 44%[activator]
CCCC(=O)NC(c1ccccc1Cl)c1ccc2cccnc2c1O (stereo not given) | -3%[57.1 µM] | 13 | u | -13% | -18 | -2.4 | -2 | 6% | u
Cc1nnc(SCC(=O)N/N=C/c2ccc(-c3ccc(C)c(Cl)c3)o2)s1 | -14% | 0 | -15% | -8% | 11 | 1.6 | -22 | 20% | u
O=c1c(Cl)c(O)c2cccc3c4ccccc4n1c23 | -30% | -3 | -13% | -27% | 0 | 0.8 | -57* | -3% | -22%
CCc1c(C2(O)CCCCC2)[nH]c2c(C(=O)OC)cc(Cl)cc12 | -5% | -22 | -8% | -4% | 0 | -1.0 | 38 | -3% | u
CCOC(=O)c1sc(NC(=O)c2ccc(Cl)s2)cc1C | 6% | -16 | -7% | -9% | -10 | -2.1 | -8 | 0% | 2%
